Assay outcomes: PubChem BioAssay, several laboratories
Rab2 wt GTP: modulators of GTP binding to Rab2A wildtype, primary screen, biochemical, dog, bead-based flow cytometry, multiplex | Ras-related protein Rab-2A (Canis lupus familiaris), P61105 | GST-Rab2 wt beads, Bodipy-GTP binding | GTP binding activity, % at 10 µM | hit rate 0.19% among 190,000 | AID 760, 2007;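 active = GTP binding activity at least 20 points away from 100%, either lowered or raised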;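 note: 0% = beads with excess unlabeled GTP and 100% = no-compound control corrected for plate trend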
Avidin bead fluor: green autofluorescence of compounds with avidin beads – biophysical, 488/530 nm, flow cytometry, artefact control, profiling panel | compound fluorescence 488/530 nm; hits give high values | fluorescence (KMESF) at 10 µM | hit rate 0.38% among 220,000; in the data active = fluorescence above about 47; note: inactives centre near 10
GSH fluor: compound fluorescence on glutathione beads, profiling panel, artefact control, biophysical, 488/530 nm, flow cytometry; fluorescence (KMESF) at 10 µM; hit rate 0.25% among 190,000; GSH beads flow cytometry, compound fluorescence 488/530 nm; hits give high values; in the data active = fluorescence above about 89;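 note: glutathione beads carrying GST-tagged Bcl family fusion proteins plus one bare bead set; values are compound well signal with DMSO vehicle wells as background; inactives centre near 16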
ABCB1 inh: ABCB1 efflux pump inhibitors, primary screen, cell-based, multiplex, flow cytometry, ABCG2 counter-screen; ATP-dependent translocase ABCB1 (Homo sapiens), P08183; CCRF-Adr cells, JC-1 efflux; inhibition, % at 6.6 µM; hit rate 0.067% among 190,000; in the data active = inhibition above about 40%;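 note: 0% = vehicle and 100% = reference inhibitor; higher value means more JC-1 retained so stronger ABCB1 efflux block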
HRas wt GTP bind: modulators of GTP binding to HRas wildtype, primary screen, biochemical, bead-based flow cytometry, multiplex; GST-Ras wt beads, Bodipy-FL-GTP binding; actives lie on both sides; GTP binding activity, % at 10 µM; hit rate 0.14% among 190,000; AID 759, 2007;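 active = GTP binding activity at least 20% away from the 100% baseline, either lowered as inhibitor or raised as activator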;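 note: 0% = unlabeled GTP competition control and 100% = no-compound control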
Target sequence (P01112 whole entry, looked up): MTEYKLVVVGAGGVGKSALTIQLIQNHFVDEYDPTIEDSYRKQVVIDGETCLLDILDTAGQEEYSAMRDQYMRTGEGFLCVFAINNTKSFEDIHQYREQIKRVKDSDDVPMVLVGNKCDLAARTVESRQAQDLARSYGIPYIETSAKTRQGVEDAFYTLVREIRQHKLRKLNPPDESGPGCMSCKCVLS
Rab7 wt modul: modulators of GTP binding to Rab7, primary screen, biochemical, wildtype, multiplex bead flow cytometry; hit rate 0.055% among 190,000; GTP binding activity (percent of control), % at 10 µM; Rab7 GTPase wild type (dog), Bodipy-FL-GTP binding; GST-Rab7 beads, fluorescent GTP binding; actives lie on both sides; untreated = 100%, excess cold GTP = 0%;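 active = fluorescent GTP binding to Rab7 beads changed by at least 20 points from the 100% baseline, either direction, mostly lower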;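 note: median green fluorescence of bound Bodipy-FL-GTP per Rab7 bead population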
Cdc42 wt GTP: modulators of GTP binding to wildtype Cdc42, primary screen, biochemical, multiplex bead flow cytometry, Bodipy-GTP. GST-Cdc42 beads; actives lie on both sides. Cell division control protein 42 homolog (Homo sapiens), P60953. AID 761, 2007. percent activity (GTP binding), % at 10 µM. hit rate 0.2% among 190,000;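 active = percent activity GTP binding at least 20 points away from the 100% baseline, either down as inhibitor or up as activator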;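 note: median bead fluorescence of bound Bodipy-FL-GTP at 100 nM; 0% = excess unlabeled GTP control and 100% = no compound control; below 100% means less GTP binding so inhibitor and above means activator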
Target sequence (P60953 whole entry, looked up): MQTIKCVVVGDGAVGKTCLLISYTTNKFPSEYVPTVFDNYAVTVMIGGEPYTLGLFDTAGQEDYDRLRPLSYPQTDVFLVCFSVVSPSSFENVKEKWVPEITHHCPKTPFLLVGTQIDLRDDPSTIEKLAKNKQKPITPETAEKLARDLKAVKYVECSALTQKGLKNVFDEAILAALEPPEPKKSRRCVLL
Pf gamet viab: late stage P. falciparum gametocyte viability inhibitors, primary screen, ATP luminescence, HTS. P. falciparum stage V gametocytes, 24 h. inhibition, % at 10.9 µM. hit rate 0.065% among 150,000. AID 743093, 2013;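 active = inhibition above the mean plus 3 SD of compounds within the control limits, set per campaign, cut at about 38% in these data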;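 note: 0% = DMSO wells and 100% = medium only without gametocytes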
Rac1 wt modul: wildtype Rac1 GTP binding modulators, primary screen, biochemical, GST-Rac1 beads, flow cytometry, multiplex; hit rate 0.27% among 190,000; fluorescent GTP binding; actives lie on both sides; 0 = cold GTP competed, 100 = untreated; GTP binding activity (% of control), % at 10 µM;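 active = GTP binding activity at least 20 points away from the 100% control level, either lower or higher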
Rac1 act GTP bind: GTP binding modulators of activated mutant Rac1, primary screen, biochemical, bead-based flow cytometry, multiplex, fluorescent GTP | percent activity (GTP binding), % at 10 µM | AID 764, 2007 | hit rate 0.11% among 190,000 | GST-Rac1 activated beads; actives lie on both sides; 100% means binding = to untreated wells;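 active = GTP binding at least 20 percentage points away from the 100% baseline, in either direction, so actives lie on both sides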
ABCG2 block: ABCG2 efflux pump inhibitors, primary screen, multiplex with ABCB1, IgMXP3 cells, flow cytometry | Broad substrate specificity ATP-binding cassette transporter ABCG2 (Homo sapiens), Q9UNQ0 | JC-1 efflux | inhibition, % at 6.6 µM | hit rate 0.1% among 190,000 | AID 1325, 2008;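 active = inhibition above 80%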;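 note: 0% = DMSO and 100% = nicardipine control wells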
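Test system: IgMXP3 (ABCG2) plus far-red-tagged CCRF-Adr (ABCB1) cells / Amount: 3 million cells/mL in well / Reagent: JC-1 transporter substrate / Timing: 10 min compound exposure, 25 °C / Signal: flow cytometry, 530 nm JC-1 signal / Read-out: percent efflux inhibition, scaled nicardipine 100% to DMSO 0% / Benchmarks: nicardipine as high control, DMSO as low control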
* = called active by the depositor; . = no result given. The order is random, and some 1.1% of all compounds hit somewhere here.

Under each structure – Rab2 wt GTP | Avidin bead fluor | GSH fluor | ABCB1 inh | HRas wt GTP bind | Rab7 wt modul | Cdc42 wt GTP | Pf gamet viab | Rac1 wt modul | Rac1 act GTP bind | ABCG2 block
O=C(O)c1ccc(CSc2nnc(-c3ccccc3Cl)n2-c2ccccc2)cc1
 : 93.0 | 7 | 15 | 0.8 | 95.0 | 102.0 | 91.0 | . | 97.0 | 93.0 | 0.9
Cc1ccc(C(=O)NNC2=NCCC2)cc1
 : 101.0 | 6 | 38 | -0.1 | 100.0 | 101.0 | 99.0 | . | 100.0 | 99.0 | -0.3
CCN(C(=O)CSc1nnc(Cn2nnc3ccccc32)o1)c1nc(-c2ccccc2)cs1
 : 100.0 | 13 | 8 | 1.2 | 102.0 | 98.0 | 103.0 | -6.5 | 104.0 | 102.0 | 5.2
Cc1n[nH]c(=O)n1-c1ccc(C(C)(C)C)cc1
 : 100.0 | 10 | 16 | -0.1 | 98.0 | 100.0 | 97.0 | 16.2 | 98.0 | 95.0 | 0.5
O=C(CCCNS(=O)(=O)c1cccc2nsnc12)N1CCCCC1
 : 97.0 | 9 | 5 | 0.1 | 97.0 | 92.0 | 101.0 | . | 99.0 | 98.0 | 0.0
COc1ccc(-c2ncc3ccccn23)cc1
 : 103.0 | 13 | 33 | -1.1 | 102.0 | 104.0 | 104.0 | 10.2 | 107.0 | 99.0 | 8.8
O=C(COC(=O)c1cccs1)NCCCc1ccccc1
 : 95.0 | 10 | 17 | -2.0 | 96.0 | 103.0 | 95.0 | -5.5 | 95.0 | 93.0 | -6.2
CN(C(=S)Nc1ccccc1F)C1(c2ccccc2Cl)CCCCC1=O (stereo not drawn)
 : 99.0 | 11 | 7 | 0.3 | 100.0 | 98.0 | 103.0 | . | 101.0 | 99.0 | 1.2
COc1ccc(-c2nc(C#N)c(N3CCC(C(N)=O)CC3)o2)cc1
 : 101.0 | 6 | 31 | 0.3 | 102.0 | 100.0 | 100.0 | -16.1 | 102.0 | 99.0 | 1.7
Cc1cccc(NC(=S)Nc2ccc(Oc3ccccc3)cc2)n1
 : 94.0 | 12 | 10 | -0.3 | 96.0 | 99.0 | 94.0 | 12.8 | 97.0 | 94.0 | 8.6
Cc1noc(NS(=O)(=O)c2ccc(N/C=C\C(=O)c3ccccc3)cc2)c1C
 : 92.0 | 8 | 9 | -1.6 | 94.0 | 93.0 | 89.0 | . | 91.0 | 93.0 | -4.5
COC(=O)c1c(C)[nH]c(C(=O)N2CCN(c3ccc(OC)cc3)CC2)c1C
 : 100.0 | 8 | 17 | 0.5 | 97.0 | 100.0 | 97.0 | -14.8 | 99.0 | 97.0 | 1.1
OCCN(Cc1ccccc1)C(=S)Nc1ccc(F)cc1
 : 94.0 | 10 | 10 | 0.3 | 94.0 | 92.0 | 96.0 | 6.4 | 95.0 | 94.0 | 5.7
CCOC(=O)NC(=O)CSc1nc(C)cc(C)c1C#N
 : 98.0 | 19 | 20 | -0.6 | 97.0 | 91.0 | 102.0 | 6.4 | 105.0 | 100.0 | 11.4
CCC(=O)c1ccccc1OCCN1C(=O)NC(C)(C)C1=O
 : 96.0 | 23 | 18 | 0.4 | 98.0 | 96.0 | 98.0 | . | 96.0 | 95.0 | 0.1

The list goes on:
Under each structure – Rab2 wt GTP | Avidin bead fluor | GSH fluor | ABCB1 inh | HRas wt GTP bind | Rab7 wt modul | Cdc42 wt GTP | Pf gamet viab | Rac1 wt modul | Rac1 act GTP bind | ABCG2 block
O=C(CN1C(=O)CC(c2ccco2)Sc2ccccc21)NC1CCCCC1 (stereo not drawn)
 : 98.0 | 6 | 18 | 0.8 | 96.0 | 102.0 | 94.0 | . | 99.0 | 95.0 | 1.9
CCOC(=O)/C(C#N)=N/Nc1ccc(S(=O)(=O)N2CCc3ccccc32)cc1
 : 98.0 | 16 | 17 | -0.1 | 98.0 | 101.0 | 97.0 | -0.4 | 101.0 | 97.0 | -0.2
CS(=O)(=O)N(CC(=O)N/N=C/c1ccc(OCC(=O)N2CCOCC2)cc1)c1ccccc1Cl
 : 98.0 | 16 | 14 | 0.2 | 101.0 | 94.0 | 103.0 | -15.0 | 103.0 | 102.0 | 1.8
CCOc1cccc(C(=O)Nc2ccccc2OC(F)F)c1
 : 103.0 | 6 | 23 | 0.0 | 103.0 | 102.0 | 104.0 | 5.2 | 105.0 | 99.0 | 2.5
CCOc1cc(/C=N/O)ccc1OCC(=O)Nc1cccc(C)c1
 : 99.0 | 15 | 9 | 1.0 | 99.0 | 96.0 | 100.0 | 11.1 | 104.0 | 102.0 | 16.1
CC(NC(=O)CC12CC3CC(CC(C3)C1)C2)C(=O)O (stereo not drawn)
 : 98.0 | 14 | 36 | 0.1 | 98.0 | 97.0 | 97.0 | -24.0 | 96.0 | 94.0 | 1.4

Structural class, the compounds so far containing a halogen (5)
Under each structure – Rab2 wt GTP | Avidin bead fluor | GSH fluor | ABCB1 inh | HRas wt GTP bind | Rab7 wt modul | Cdc42 wt GTP | Pf gamet viab | Rac1 wt modul | Rac1 act GTP bind | ABCG2 block
O=C(O)c1ccc(CSc2nnc(-c3ccccc3Cl)n2-c2ccccc2)cc1
 : 93.0 | 7 | 15 | 0.8 | 95.0 | 102.0 | 91.0 | . | 97.0 | 93.0 | 0.9
CN(C(=S)Nc1ccccc1F)C1(c2ccccc2Cl)CCCCC1=O (stereo not drawn)
 : 99.0 | 11 | 7 | 0.3 | 100.0 | 98.0 | 103.0 | . | 101.0 | 99.0 | 1.2
OCCN(Cc1ccccc1)C(=S)Nc1ccc(F)cc1
 : 94.0 | 10 | 10 | 0.3 | 94.0 | 92.0 | 96.0 | 6.4 | 95.0 | 94.0 | 5.7
CS(=O)(=O)N(CC(=O)N/N=C/c1ccc(OCC(=O)N2CCOCC2)cc1)c1ccccc1Cl
 : 98.0 | 16 | 14 | 0.2 | 101.0 | 94.0 | 103.0 | -15.0 | 103.0 | 102.0 | 1.8
CCOc1cccc(C(=O)Nc2ccccc2OC(F)F)c1
 : 103.0 | 6 | 23 | 0.0 | 103.0 | 102.0 | 104.0 | 5.2 | 105.0 | 99.0 | 2.5
